Assay outcomes from PubChem BioAssay.
Anthrax LF inh2: Bacillus anthracis LF protease inhibitors, primary screen, biochemical, multiplex microsphere, MLPCN library; multiplex microsphere protease cleavage assay; inhibition, % at 10 µM; 360,000 compounds, 0.12% hits; note: plate controls were buffer without enzyme for full effect and enzyme alone for no effect
Target sequence (P15917 whole entry, looked up): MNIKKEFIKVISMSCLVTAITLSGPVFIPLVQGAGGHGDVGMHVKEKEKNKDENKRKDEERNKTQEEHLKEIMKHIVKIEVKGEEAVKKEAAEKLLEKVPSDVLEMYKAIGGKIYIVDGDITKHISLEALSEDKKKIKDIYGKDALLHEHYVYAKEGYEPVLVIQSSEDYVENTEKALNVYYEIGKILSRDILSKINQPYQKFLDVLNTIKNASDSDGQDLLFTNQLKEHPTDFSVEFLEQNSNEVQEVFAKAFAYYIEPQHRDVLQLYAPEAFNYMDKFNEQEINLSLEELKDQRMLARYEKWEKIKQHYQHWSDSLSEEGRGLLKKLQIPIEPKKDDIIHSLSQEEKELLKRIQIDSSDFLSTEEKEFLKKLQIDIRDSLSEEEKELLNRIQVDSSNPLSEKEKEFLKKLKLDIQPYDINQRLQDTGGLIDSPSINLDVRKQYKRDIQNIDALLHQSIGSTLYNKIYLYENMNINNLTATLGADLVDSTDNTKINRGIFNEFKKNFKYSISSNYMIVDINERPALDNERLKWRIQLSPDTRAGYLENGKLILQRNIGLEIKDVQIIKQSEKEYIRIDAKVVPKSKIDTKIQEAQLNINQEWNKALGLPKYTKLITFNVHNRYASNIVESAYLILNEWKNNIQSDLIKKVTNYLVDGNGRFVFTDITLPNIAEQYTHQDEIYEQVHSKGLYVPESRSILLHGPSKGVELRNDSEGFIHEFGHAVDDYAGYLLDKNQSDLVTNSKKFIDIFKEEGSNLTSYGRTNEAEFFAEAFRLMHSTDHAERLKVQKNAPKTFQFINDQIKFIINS
PfHsp40 yeast: rescue of yeast from PfHsp40 toxicity, primary screen, S. cerevisiae, ATP luminescence. S. cerevisiae expressing PfHsp40, growth rescue. growth rescue, % at 12.5 µM. 340,000 compounds, 0.68% hits. AID 504582, 2011; in the data active = growth rescue above about 28%, passing the limit was not always enough; inconclusive = no clear call, values can overlap the other calls;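 note: yeast W303a lacking pdr1 and pdr3 grown in galactose medium; growth measured after three days at 30 °C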
BH1578 lux ind: inducers of Vibrio cholerae quorum light production without autoinducers, primary screen, BH1578 luxS cqsA deficient, single point. V. cholerae BH1578 lux reporter, luminescence, 6 h. activation, % at 18.7 µM. 350,000 compounds, 0.16% hits. AID 588436, 2011; in the data active = activation mostly above about 9.7%, no sharp cut-off; inconclusive = no clear call, values can overlap the other calls; inactive = mostly below about 3.7%; note: not every result past the cut was called active; inactives centre near 0; reference of the scale not given here
3CLpro inhibitor: SARS-CoV 3CLpro protease inhibitors, primary screen, biochemical, quenched FRET; Replicase polyprotein 1ab (Severe acute respiratory syndrome coronavirus), P0C6X7; inhibition, % at 6 µM; recombinant SARS-CoV 3CLpro, quenched FRET peptide cleavage; AID 1706, 2009; 290,000 compounds, 0.14% hits; in the data active = inhibition above about 12%
PrPC TRFRET: inhibitors of human cell surface prion protein PrPC, primary screen, cell-based, TR-FRET | TR-FRET read-out | Major prion protein (Homo sapiens), P04156 | inhibition, % at 13.8 µM | 370,000 compounds, 0.43% hits; in the data active = inhibition above about 24%; note: 0% = median of the test wells and 100% = reference compound wells
Yp Topo-I inh: Yersinia pestis topoisomerase I inhibitors, primary screen, biochemical, cleavage product accumulation, plate reader, single point; DNA topoisomerase I (Yersinia pestis CO92); activity, % at 10 µM; AID 504884, 2011; Y. pestis Topo-I cleavage product accumulation; 360,000 compounds, 0.064% hits; in the data active = activity above about 50%, passing the limit was not always enough; inconclusive = no clear call, values can overlap the other calls; note: inactives centre near 2
PriA SSB inh: inhibitors of Klebsiella pneumoniae PriA binding to SSB C-terminal tail, primary screen, biochemical, AlphaScreen | AlphaScreen SSBct-PriA binding, biotinylated peptide | inhibition, % at 33 µM | 430,000 compounds, 0.6% hits | AID 1272365, 2023; in the data active = inhibition mostly above about 37%, no sharp cut-off; inactive = mostly below about 20%;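 note: plate controls were negative control peptide for no effect and reference peptide for full effect; strong numbers were not always called active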
TcdB GH inh: TcdB glycohydrolase inhibitors, primary screen, biochemical, single point, plate reader; AID 652162, 2013; Toxin B (Clostridioides difficile), P18177; 350,000 compounds, 0.24% hits; inhibition, % at 9.99 µM; TcdB glycohydrolase enzymatic assay; in the data active = inhibition above about 10%
BoNT-A LC inh2: BoNT/A light chain protease inhibitors, primary screen, biochemical, flow cytometry, MLPCN library; multiplex microsphere protease substrate cleavage; inhibition, % at 10 µM; 360,000 compounds, 0.17% hits; AID 588499, 2011; note: plate controls were buffer without enzyme for full effect and enzyme alone for no effect
* = called active by the depositor; i = inactive; u = inconclusive; x = not tested or not shown; & = joins results of further samples. Cut-off read from the data, not from the text of the source, unless noted: active = inhibition above about 30%; inconclusive = no clear call, values can overlap the other calls; inactive = below that.

SMILES	Anthrax LF inh2	PfHsp40 yeast	BH1578 lux ind	3CLpro inhibitor	PrPC TRFRET	Yp Topo-I inh	PriA SSB inh	TcdB GH inh	BoNT-A LC inh2
CC(C)C[C@H](NC(=O)Nc1cccc(C(F)(F)F)c1)C(=O)O	-1	1.0	-3.3	4	-1	-4	-4	x	-0.6
COC(=O)c1ccccc1NC(=S)NC(NC(=O)c1ccco1)C(Cl)(Cl)Cl (stereo unspecified)	1	-0.6	-1.4	1	x	6	0	1.3	0.4
CC(=O)c1cccc(NC(=O)N2C3CCC2CC(O)(c2cccnc2)C3)c1 (stereo unspecified)	2	-0.1	i	0	3	-1	-2	x	0.9
Cc1onc(-c2ccccc2)c1C(=O)Nc1ccc(S(=O)(=O)N2CCCCC2)cc1	-6	-0.9	-0.2	4	10	5	-6	-0.1	-0.1
O=C(Nc1nccs1)c1ccc(Br)cc1	9	2.0	0.5	-2	11	-3	-6	0.7	1.6
O=[N+]([O-])c1ccc(-c2cn3c(n2)CCC3)cc1	4	0.2	-1.1	-3	-24	-3	8	0.3	-4.2
CC(C)(C)NS(=O)(=O)c1ccc(CCC(=O)NCc2ccco2)cc1	9	0.4	-0.3	0	-6	9	-15	x	0.6
CCCCC(=O)NCCc1ccc(OC)cc1	-3	1.5	-2.0	7	-2	-1	-9	x	-0.7
O=C(CSc1nc2cccc(F)c2c(=O)n1-c1ccccc1)Nc1ccc2c(c1)CCC2	-3	x	-1.0	x	6	8	x	-5.6	-0.9
O=C(O)c1ccc(Nc2nc(-c3cccnc3)cs2)cc1O	-13	-0.6	-0.2	-7	-6	1	-6	2.0	-5.3
Cn1ccnc1SCC(=O)Nc1ccc2c(c1)COC2=O	-2	-1.0	-0.7	2	3	-4	-15	x	-0.1
O=C(Oc1cccc(Nc2ncnc3ccccc23)c1)c1ccccc1Cl	0	5.2	-0.3	0	-2	-9	-4	x	-0.3
CCS(=O)(=O)N1CCN(c2ccc(S(=O)(=O)N3CCOCC3)cc2)CC1	1	0.9	-0.4	1	0	-3	-10	-0.5	-0.8
O=C(CN1CCN(Cc2ccccc2)CC1)Nc1ccc(Cl)cc1	7	-2.3	i	-5	1	-4	-3	0.5	-1.5
O=C(N/N=C(\c1ccccc1)c1cccnc1)C(O)(c1ccccc1)c1ccccc1	3	0.4	i	8	-7	3	x	x	-0.6
CC(C)Oc1cc(F)ccc1-c1cc(C(=O)NCCc2ccncc2)[nH]n1	-2	x	-5.0	x	3	3	x	-0.7	-0.3
CCOC(=O)C1=CCN(S(=O)(=O)c2ccc(C)cc2)C1c1ccc(Cl)c(Cl)c1 (stereo unspecified)	4	x	x	x	5	x	x	0.4	-0.2
Cc1ccc(/C=C2/Sc3ccccc3N(CC(=O)NCC3CCCO3)C2=O)cc1 (stereo unspecified)	-1	4.1	-0.3	4	x	23	4	x	0.1
O=C(CSc1ccc2ccccc2n1)Nc1nsc(-c2ccc(Cl)cc2)n1	2	-0.5	-0.6	-3	6	0	5&-1	0.0	0.1
NC(=O)C1(N2CCCCC2)CCN(C(=O)c2ccccc2)CC1	-8	1.6	i	-5	-7	-1	-16	0.6	-0.7
Cc1ccc(C(=O)CSc2cnc3ccccc3n2)cc1C	0	-1.1	1.4	-4	0	15	-65	1.3	3.7
COc1cc(C(=O)NC(=S)Nc2nccs2)cc(OC)c1OC	0	-0.5	-0.3	3	0	-1	2	0.3	0.1
O=C(COc1ccccc1Cl)NNC(=O)Cn1[nH]c(=O)c2ccccc2c1=O	x	-0.9	i	x	5	-4	-1	0.4	x
CCc1ccc(OC)c(S(=O)(=O)NCCOc2ccccc2)c1	1	-0.3	-0.6	-1	9	19	-20	1.4	-0.9
Nc1ccc(NC(=O)c2ccc(C(=O)Nc3ccc(N)cc3)cc2)cc1	4	-0.9	-0.4	1	-1	-5	-11	0.5	0.0
CCc1ccc(NSc2ccccc2[N+](=O)[O-])cc1	-5	46*	i	1	-9	4	65*	0.5	-2.2
O=C(c1ccccc1)c1ccccn1	-1	-1.8	-0.5	4	7	1	-10	0.8	0.0
C=CCN1C(=O)c2ccc(C(=O)OCC(=O)Nc3ccccc3OC)cc2C1=O	0	-1.0	i	x	-3	-2	5	0.3	-0.9
COc1ccc(CC(=O)NNC2=Nc3cccc4cccc2c34)cc1	-10	-0.6	i	-1	0	-1	-21	1.0	-2.2
O=S(=O)(NC(=NC1CCCCC1)c1ccccc1)c1ccccc1	-1	-0.4	i	-1	-5	3	-10	0.5	0.4
CCn1c(CNc2ccc(Cl)cc2)nnc1SCc1ccc(Cl)cc1	1	166*	i	5	16	18	14	x	-0.4
O=S1(=O)CCOC[C@H](Cc2ccccc2)N1Cc1ccccc1	0	1.0	i	x	6	-6	-18	1.8	-0.6
Cc1c2c(n3c(nc4ccccc43)c1C#N)N(CCCN(C)C)CC2	2	-0.9	i	-1	-6	-9	4	0.7	-0.3
Cc1ccc(CN2CCN(Cc3cccn3-c3ccccn3)CC2CCO)o1 (stereo unspecified)	1	0.8	1.0	-1	-11	-3	-27	0.2	0.0
O=C(Nc1ccccc1F)c1ccc(CSc2ccccc2)o1	-3	-0.5	i	-4	-1	0	-53	1.3	-0.5
CN1CCN(C(=O)N2c3ccccc3C=Cc3ccccc32)CC1	0	0.2	-5.6	3	-6	13	-11	x	-0.9
O=C(O)COCC(=O)NCc1csc2ccc(Cl)cc12	-11	-0.6	i	-4	2	-1	-7	-0.3	0.4
Cc1ccc(Nc2nc(-c3sc(N)nc3C)cs2)cc1	1	-1.6	-0.6	7	4	27	29	0.0	2.5
CCCCCCSc1ccc(-c2nc3cnccn3c2NC2CCCCC2)cc1	-12	x	x	x	-3	x	x	-1.1	-0.2
CCOCCn1c(CN2CCCC(C)C2)nc2c1c(=O)n(C)c(=O)n2C (stereo unspecified)	4	-0.5	-0.3	x	5	-10	-9	-0.4	0.0

Reprinted at random: 4 entries already listed, in no set order.
SMILES	Anthrax LF inh2	PfHsp40 yeast	BH1578 lux ind	3CLpro inhibitor	PrPC TRFRET	Yp Topo-I inh	PriA SSB inh	TcdB GH inh	BoNT-A LC inh2
O=S(=O)(NC(=NC1CCCCC1)c1ccccc1)c1ccccc1	-1	-0.4	i	-1	-5	3	-10	0.5	0.4
CCc1ccc(OC)c(S(=O)(=O)NCCOc2ccccc2)c1	1	-0.3	-0.6	-1	9	19	-20	1.4	-0.9
O=S1(=O)CCOC[C@H](Cc2ccccc2)N1Cc1ccccc1	0	1.0	i	x	6	-6	-18	1.8	-0.6
O=C(O)COCC(=O)NCc1csc2ccc(Cl)cc12	-11	-0.6	i	-4	2	-1	-7	-0.3	0.4

(more compounds)
SMILES	Anthrax LF inh2	PfHsp40 yeast	BH1578 lux ind	3CLpro inhibitor	PrPC TRFRET	Yp Topo-I inh	PriA SSB inh	TcdB GH inh	BoNT-A LC inh2
CN(CCOc1ccccc1)CC(=O)Nc1ccc(S(=O)(=O)N2CCCC2)cc1	1	-0.4	-3.7	5	-2	21	-10	0.8	-0.1
COc1ccc(S(=O)(=O)N2CCN(c3c(C)cccc3C)CC2)cc1OC	-3	-1.5	i	-2	0	28	-4	0.4	-1.3
C/C(=N/NC(=O)c1cccs1)c1ccc(NC(=O)COc2ccc(Cl)cc2Cl)cc1	2	-0.6	14	-3	7	6	x	x	-0.4
CC1Sc2ccccc2N(Cc2ccc(OC(F)(F)F)cc2)C1=O (stereo unspecified)	-2	x	-0.4	x	-7	29	x	1.2	0.7
Cc1nn(-c2ccccc2)c(N)c1-c1ccccc1	-3	-1.0	i	0	7	1	-3	3.0	0.1
COCCN1C(=O)/C(=C/c2c(OC)cc(OC)cc2OC)C(=O)N(c2ccccc2)C1=O	3	-0.9	-0.6	0	2	-11	-8	2.0	1.0
COc1ccc(C(=O)NCC(=O)N2CCC(Cc3ccccc3)CC2)cc1OC	x	0.3	-5.6	x	-1	30	-8	-0.7	x
O=C(CN(Cc1ccco1)C(=O)c1ccc(F)cc1)Nc1ccccc1Br	x	0.6	-1.7	x	-5	2	4	1.4	x
O=C(N/N=C/C=C/c1ccccc1)c1cccc(Br)c1	-2	u	-1.2	1	-5	9	x	-1.3	0.3
CC(=O)N1CCN(C(=S)NC(=O)C23CC4CC(CC(C4)C2)C3)CC1	2	-1.0	-0.3	2	-1	8	-15	1.6	0.1
O=C1NC(=O)N(CCc2ccc(F)cc2)C(=O)/C1=C\C=C\c1ccccc1	-1	-1.1	-0.1	1	7	-9	-19	-1.3	-0.7
Cn1nnc(NC(=O)c2ccccc2)n1	3	-0.7	i	-2	-4	-3	1	x	0.2
CC(OC(=O)Cn1cc(C(F)(F)F)ccc1=O)C(=O)NC(C)c1ccc(Cl)cc1Cl (stereo unspecified)	8	0.8	i	x	-7	1	-7	0.4	2.2
O=C(N/N=C/c1ccc(OC(=O)c2ccc(Br)cc2)cc1)c1ccncc1	-8	1.5	-0.2	-5	3	8	x	-9.0	0.6
COc1ccc(OC)c(C(=O)CSc2nnc(C3CC3)n2C2CC2)c1	-1	x	-0.6	x	-3	2	x	1.4	0.0
O=C(CCn1c(=O)[nH]c2ccccc2c1=O)N1CCN(c2cccc(C(F)(F)F)c2)CC1	0	-0.9	i	2	8	-2	-4	x	0.3
O=C(COC(=O)Cc1c[nH]c2ccccc12)Nc1cccc(Br)c1	-5	x	i	x	4	2	x	0.3	-0.4
CCCC(=O)NC(NC1CCS(=O)(=O)C1)C(Cl)(Cl)Cl (stereo unspecified)	-4	-1.9	-0.2	3	4	11	-16	-0.5	-0.5
N/C(=N\OC(=O)CCCC(=O)O)c1ncc(C(F)(F)F)cc1Cl	0	2.1	-0.3	1	-4	3	x	1.9	-0.5
CCCCOc1ccc(-c2nc(-c3cccnc3)no2)cc1	0	0.0	-0.4	-2	5	19	-5	x	0.2

Individual results from the list.
In PfHsp40 yeast, CN(CCOc1ccccc1)CC(=O)Nc1ccc(S(=O)(=O)N2CCCC2)cc1 is entered as -0.4
In Anthrax LF inh2, CC1Sc2ccccc2N(Cc2ccc(OC(F)(F)F)cc2)C1=O (stereo unspecified) is entered as -2
In BH1578 lux ind, O=C(N/N=C/c1ccc(OC(=O)c2ccc(Br)cc2)cc1)c1ccncc1 is entered as -0.2

Continuation.
SMILES	Anthrax LF inh2	PfHsp40 yeast	BH1578 lux ind	3CLpro inhibitor	PrPC TRFRET	Yp Topo-I inh	PriA SSB inh	TcdB GH inh	BoNT-A LC inh2
CC(C)CC(=O)NC1(C(F)(F)F)C(=O)N(CC(C)C)C2=C1C(=O)CC(C)(C)C2 (stereo unspecified)	-1	-0.9	-0.1	-6	-3	-13	-7	x	-0.2
Cc1ccc(NC(=O)CN(C)C(=O)Cc2c[nH]c3ccccc23)cc1	-4	-0.2	i	x	1	3	0	-0.5	1.2
COCOc1ccc(C=O)c(O)c1	-2	0.2	-0.4	x	-3	0	-4	0.0	-0.7
CC(C)C(=O)NNC(=O)CSc1nnnn1C(C)C	-12	-0.2	0.9	4	3	-3	0	-2.1	-0.4
COC(=O)COc1nc(C)c(Br)c(OC)n1	-3	-0.7	x	-3	6	2	1	x	0.3

Of the compounds above, these contain a nitro group on carbon.
SMILES	Anthrax LF inh2	PfHsp40 yeast	BH1578 lux ind	3CLpro inhibitor	PrPC TRFRET	Yp Topo-I inh	PriA SSB inh	TcdB GH inh	BoNT-A LC inh2
O=[N+]([O-])c1ccc(-c2cn3c(n2)CCC3)cc1	4	0.2	-1.1	-3	-24	-3	8	0.3	-4.2
CCc1ccc(NSc2ccccc2[N+](=O)[O-])cc1	-5	46*	i	1	-9	4	65*	0.5	-2.2

A portion of the library, so the mix of outcomes need not match the whole.
